MRP reversal – reverses drug resistance mediated by MRP; H69AR cells + 2 uM doxorubicin, CellTiter-Glo, 72 h; differential viability (reversal), % at 10 µM; 85,000 tested, 0.04% active; AID 602;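 active = viability drop by adding the cancer drug above about 55%, with treated viability meeting a 40% cutoff, limit read from the data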;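 also: viability without doxorubicin minus viability with 2 µM doxorubicin for each compound; larger differential means the compound sensitizes cells more to doxorubicin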
Bcl-B TR3 displacers – displacers of TR3 peptide from Bcl-B, primary screen, selectivity assay for Bfl-1 inhibitor project, biochemical, fluorescence polarization | FP displacement of FITC-TR3 peptide from Bcl-B; higher % means a stronger effect | one-dose displacement, % at 20 µM; IC50 in µM for titrated hits | 96,000 tested, 0.11% active | AID 748;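 active = displacement above 50% at 20 µM plus a fluorescence interference ratio under 1.5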;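 also: plate controls were wells without compound for no effect and wells lacking Bcl-B protein for full effect; a part of the inactive calls stands beside numbers as strong as those of hits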
NFkB transloc pot – enhances IL-1B driven NFkB nuclear translocation; HUVEC IL-1B NFkB p65 nuclear translocation imaging; activation, % at 2 µM; 94,000 tested, 0.3% active;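 active = activation above 40%, about the mean plus 3 SD, also judged a hit on visual image review; inconclusive = activation above 40% but not a hit on visual review; inactive = activation not above 40% and no visual hit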;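 also: percent activation is computed from the nuclear over cytoplasmic p65 intensity ratio; values of inactives mirror those of a sister screen read the other way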
PLAP inhibitors HTS – inhibition of human placental alkaline phosphatase – biochemical, luminescence, HTS (AID 690); purified PLAP, luminescent substrate; higher % means a stronger effect; inhibition, % at 20 µM; hits with a dose series show IC50 in µM; 96,000 tested, 0.08% active; in the data active = a potency from the dose series; inactive = the rest, 99 in 100 with inhibition below about 30%; also: strong numbers were not always called active
NFkB transloc inh – blocks IL-1B driven NFkB nuclear translocation in HUVEC cells; HUVEC IL-1B NFkB p65 nuclear translocation imaging; 94,000 tested, 0.43% active; inhibition, % at 2 µM; AID 796;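 active = inhibition above about 30% together with a positive call from visual inspection of the well image, limit read from the data; inconclusive = inhibition above a set limit but visual check negative; inactive = inhibition not above a set limit, visual check negative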;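 also: nuclear over cytoplasmic p65 intensity ratio measured by imaging; 0% = IL-1B stimulated DMSO wells and 100% = unstimulated DMSO wells; values of inactives mirror those of a sister screen read the other way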
MRP reversal cytotoxicity – also measured in MRP reversal; calls as there; viability, %; H69AR cells, CellTiter-Glo, 72 h; measured here: cytotoxicity without doxorubicin
MRP reversal with doxorubicin – also measured in MRP reversal; calls as there; viability, %; measured here: viability with 2 uM doxorubicin; hits give low values
NFkB transloc inh cell count 2 µM – recorded beside NFkB transloc inh, whose call it bears; cell count; measured here: cells passing quality filter;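 raw number of nuclei counted in each imaged well without normalization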
NFkB transloc pot cell count 2 µM – further read-out of NFkB transloc pot, marked with its call; cell count; measured here: cells passing quality filter
Active calls of the source: *; ? = inconclusive; nt = no result given. Only part of the results is shown, so the mix of outcomes need not match the whole.

Results follow in this order: MRP reversal, MRP reversal cytotoxicity, MRP reversal with doxorubicin, Bcl-B TR3 displacers, NFkB transloc pot, NFkB transloc pot cell count 2 µM, PLAP inhibitors HTS, NFkB transloc inh, NFkB transloc inh cell count 2 µM
- CCCOc1ccc(C(=O)NCc2ccco2)cc1
 : 9, 101, 92, -7%, 22, 109, -2%, -22, 109
- Cc1nc(S/C(=C\c2ccc(OCc3ccccc3Cl)cc2)C(=O)O)n[nH]1
 : nt, nt, nt, 2%, 1, 89, -71%, -1, 89
- COCCCn1c(SCC(=O)NC(C)C)nnc1-c1ccccc1
 : 2, 93, 91, -7%, -7, 206, 15%, 8, 206
- Cc1ccc(-n2cnnn2)c2cccnc12
 : 6, 96, 90, -10%, 3, 87, 18%, -3, 87
- COc1ccc2c(c1)CCc1c(C(=O)NCc3ccc(F)cc3)noc1-2
 : -9, 70, 79, 1%, nt, nt, -7%, nt, nt
- Cc1cccc(-n2c(=O)cc(N3CCN(c4ccc(F)cc4)CC3)[nH]c2=O)c1
 : -21, 46, 68, nt, 9, 53, nt, -9, 53
- CC(=O)OCc1nc2sc(C)c(C)c2c(=O)[nH]1
 : -1, 99, 100, nt, 2, 115, nt, -2, 115
- O=C(Cn1cc2c(n1)CCCC2)NCc1cccc(Cl)c1
 : -25, 90, 116, -1%, nt, nt, -8%, nt, nt
- COc1cccc(NC(=O)CNC(=O)c2ccc(F)cc2)c1
 : -2, 100, 102, -8%, -13, 76, 13%, 13, 76
- Cc1ccccc1C1CC(c2ccc(Br)cc2)Nc2nc(N)nn21 (centres undefined)
 : 21, 94, 73, nt, -2, 57, nt, 2, 57
- Cc1ccc(CN(N=Nc2nonc2N)c2nonc2N)c(C)c1
 : 3, 80, 77, nt, 1, 164, nt, -1, 164
- COc1ccc(-c2cn3c(C)c(C(=O)NCc4ccc5c(c4)OCO5)sc3n2)cc1
 : 8, 88, 79, nt, 38, 169, nt, -38, 169
- Cc1ccc(C(=O)NC2CC3CCCC(C2)N3C(=O)NC2CCCCC2)cc1 (centres undefined)
 : 4, 86, 83, nt, 4, 109, nt, -4, 109
- Cc1cc(C)cc(OCC(=O)Nc2nonc2NC(=O)COc2cc(C)cc(C)c2)c1
 : 3, 99, 96, -34%, -2, 142, -132%, 2, 142
- C[N+]1(C)CCC(=C2c3ccccc3CC(=O)c3sccc32)CC1
 : 4, 99, 95, -6%, 14, 137, 5%, -14, 137
- CCCCN(C)C(=O)CS(=O)(=O)Cc1nc(-c2cccc(OC)c2)oc1C
 : 1, 90, 89, -1%, 10, 84, -33%, -10, 84
- Cc1nn(-c2ccccc2)c(-c2ccccc2)c1C(=O)O
 : nt, nt, nt, -1%, -8, 108, -1%, 8, 108
- Cn1cc(CC(=O)Nc2cccc(C#N)c2)c2ccccc21
 : 4, 81, 77, -5%, 7, 78, 8%, -7, 78
- CSc1ccccc1NC(=O)c1c(Br)cnn1C
 : 8, 100, 91, -1%, 13, 176, 9%, -13, 176
- COc1ccc(OC)c(/C=N/NC(=O)CCCC(=O)Nc2cccc(Br)c2)c1
 : nt, nt, nt, 0%, -12, 133, -30%, 12, 133
- Cc1cccc(CSC2=NCCN2C(=O)c2ccc(Br)o2)c1
 : 4, 88, 84, 2%, -10, 166, 21%, 10, 166
- CN(C(=O)c1ccccc1)C1(C)CCS(=O)(=O)C1 (centres undefined)
 : 0, 84, 83, -10%, -2, 152, 14%, 2, 152
- O=C1CC(C(=O)Nc2ccc(F)c(Cl)c2)N=C(N2CCCCC2)N1 (centres undefined)
 : 10, 95, 85, 10%, 13, 117, 6%, -13, 117
- COc1ccc(OC)c(C2C3=C(CCCC3=O)Nc3c2c(=O)n(C)c(=O)n3C)c1 (centres undefined)
 : 17, 111, 94, 1%, 22, 18, -36%, -22, 18
- CCC(=O)Nc1ccc(Cl)c(NC(=O)C(C)C)c1
 : 0, 93, 93, -5%, -31, 100, 14%, ?, nt
- CCOc1ccc(-c2nc(C)sc2CC(=O)O)cc1
 : 6, 102, 96, -7%, -7, 167, 21%, 7, 167
- COc1ccccc1C(=O)NCc1ccncc1
 : 5, 98, 92, -2%, -6, 98, -7%, 6, 98
- CC(=O)COc1ccccc1OC(=O)c1ccco1
 : nt, nt, nt, -5%, 8, 182, 22%, -8, 182
- CCCCCCc1nc2ccccc2c(=O)n1NC(=O)c1c(O)c2cccc3c2n(c1=O)CCC3
 : -3, 25, 28, 5%, 1, 204, -39%, -1, 204
- Cc1ccc(-n2ncc(C#N)c2/N=C/N(C)C)cc1
 : 26, 106, 80, -8%, -7, 150, -1%, 7, 150
- Cc1nnc(SCc2ccc(C(=O)c3ccc(Cl)cc3)o2)n1-c1ccccc1
 : nt, nt, nt, nt, -1, 112, nt, 1, 112
- Cc1cc2cc(C(c3nnnn3Cc3ccco3)N3CCCCC3)c(=O)[nH]c2cc1C (centres undefined)
 : 17, 73, 56, -19%, 1, 198, 17%, -1, 198
- CCOC(=O)N1CCN(C(=O)C2CCN(S(=O)(=O)c3c(C)cc(C)cc3C)CC2)CC1
 : -14, 85, 98, 2%, 15, 182, -77%, -15, 182
- COc1ccc(C(CNC(=O)Cc2cc(OC)c(OC)c(OC)c2)N2CCCC2)cc1 (centres undefined)
 : 6, 88, 82, -4%, -3, 122, -29%, 2, 122
- Cc1c(NC(=O)C2CCN(S(=O)(=O)c3ccccc3)CC2)c(=O)n(-c2ccccc2)n1C
 : nt, nt, nt, -8%, nt, nt, 9%, nt, nt
- CN(C)c1ccc(CNC(=O)CN(C)S(=O)(=O)c2cccc3cccnc23)cc1
 : 13, 91, 78, -3%, 2, 137, 14%, -2, 137
- COC(=O)C1=C(NC(=O)c2cccs2)CCS1
 : nt, nt, nt, -1%, 8, 164, 5%, -8, 164
- O=C(NC1CCCC1)C(c1cccs1)N(C(=O)c1ccco1)c1ccc2c(c1)OCCO2 (centres undefined)
 : -8, 56, 64, -14%, 11, 189, -10%, -11, 189
- CCCS(=O)(=O)N1CCCC(C(=O)N2CCN(C(=O)OCC)CC2)C1 (centres undefined)
 : 19, 96, 77, 18%, 10, 149, -5%, -10, 149
- Cc1cc2cc(CCNC(=O)c3ccc(S(=O)(=O)N4CCOCC4)cc3)c(=O)[nH]c2cc1C
 : 2, 79, 77, -4%, 9, 167, -24%, -8, 167
- Fc1ccc(-c2nnc(CSc3nnc(-c4cccs4)o3)o2)cc1
 : 19, 85, 66, -10%, 2, 139, 18%, -2, 139
- O=C(CSc1ncccc1C(=O)O)NCCC1=CCCCC1
 : 15, 104, 90, -15%, 4, 116, 2%, -4, 116
- C=C(C)CSc1nc2c(c(=O)[nH]c(=O)n2C)n1CCC(C)C
 : 4, 85, 81, -1%, 0, 56, -9%, 0, 56
- CC(NC(=O)CCc1ccc(S(=O)(=O)NC2CCCCC2)cc1)c1ccccc1 (centres undefined)
 : nt, nt, nt, -1%, -4, 170, -8%, 4, 170
- CCCc1cc(=O)[nH]c(SC(CC)C(=O)Nc2ccccc2C#N)n1 (centres undefined)
 : 8, 86, 78, -7%, 0, 144, 13%, 0, 144
- Cn1c(SCc2ccccc2Cl)nc2ccccc21
 : 4, 87, 83, -15%, 22, 124, 44%, -22, 124
- Cc1cc(C(=O)COC(=O)CCc2nc3ccccc3s2)c(C)n1C
 : 11, 106, 94, 1%, 7, 178, -36%, -8, 178
- COC(=O)Cc1c(C)c2ccc(OCC(=O)N(C)C)cc2oc1=O
 : -2, 103, 105, 1%, 15, 106, 17%, -15, 106
- CCC(C)NC(=O)C1CCN(C(=O)N(C)C)CC1 (centres undefined)
 : -13, 86, 99, -2%, nt, nt, -19%, nt, nt
- CCOc1ccc(-c2nc(N)nc(C)c2-c2ccc(OC)c(OC)c2)c(O)c1
 : 18, 95, 78, 4%, 6, 103, 18%, -6, 103
- O=C(O)c1ccccc1C(=O)c1cccs1
 : 4, 108, 103, 6%, -6, 111, -3%, 6, 111
- CCCCS/C(N)=N/N=C/c1cc(C)ccc1O
 : -4, 94, 98, -3%, -5, 190, 22%, 5, 190
- Nc1nonc1-c1noc(COc2ccccc2Cl)n1
 : 4, 95, 91, -10%, -3, 129, 3%, 3, 129
- COc1cc(-c2cc(C(F)(F)F)n3ncc(C(=O)O)c3n2)cc(OC)c1OC
 : 1, 90, 89, -6%, 4, 182, -23%, -4, 182
- CCCC(=O)N=c1sc2cccc(F)c2n1C
 : 13, 94, 81, -10%, nt, nt, 18%, nt, nt
- CSc1nc(N(C)CCO)c2sc3nc(-c4ccco4)c4c(c3c2n1)CCC4
 : nt, nt, nt, 16%, -4, 155, -35%, 4, 155
- COC(=O)c1ccc(C(=O)OC)c(NC(=O)CSc2cccc[n+]2[O-])c1
 : -53, 2, 55, 16%, 5, 153, -2%, -5, 153
- CCOc1ccc2[nH]c(=O)c(CN(Cc3ccco3)C(=O)c3ccc(Br)cc3)cc2c1
 : -20, 19, 39, -9%, nt, nt, -7%, nt, nt
- CN1C(=S)SC(N(O)C(=O)Nc2cccc3ccccc23)C1(C)C (centres undefined)
 : 20, 88, 69, -5%, 10, 154, 15%, -10, 154
- Cc1ccc(CS(=O)(=O)CCC(=O)NCc2cccs2)cc1
 : -1, 94, 95, -13%, 18, 194, 4%, -18, 194
- O=C(CSc1nc2c(sc3ccccc32)c(=O)n1CCO)NCC1CCCO1 (centres undefined)
 : 8, 85, 77, 7%, -6, 152, -7%, 6, 152
- CCC1(C)Cc2c(sc3c2c(=O)n(C)c2nnc(SCc4ccccc4)n32)CO1 (centres undefined)
 : 6, 15, 10, -7%, 0, 127, 5%, 0, 127
- Cc1cccc(N2CCN(C(=O)CN(C)S(=O)(=O)c3ccc4c(c3)CCC(=O)N4)CC2)c1C
 : nt, nt, nt, 0%, -2, 185, -60%, 2, 185
